Assay outcomes: PubChem BioAssay, National Center for Advancing Translational Sciences (NCATS)
SMN2 splice enh: enhancers of SMN2 splice variant expression; HEK293 SMN2-luciferase splicing reporter, luminescence, 30-36 h; Potency, µM (doses to about 46.1 µM), for inactives: at the top dose activity change, positive = activation, hits mostly activators; hit rate 2.8% among 210,000; note: % of control where 0% means no effect; nearly all actives have a fitted effect of over 55% in size
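HEK293 cells carry an SMN2 minigene-luciferase reporter in which exon 7 inclusion puts luciferase in frame. Cells were seeded at 2000 cells/well, attached for 10-12 hours, then exposed to compounds for 30-36 hours at 37C before ONE-Glo luminescence.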
IMPase Li inh: IMPase inhibition in cells with lithium potentiation. CHO-M1 cells, IP1 TR-FRET (IP-One), carbachol + lithium. AID 1457. hit rate 0.35% among 210,000. Potency, µM (series often up to 59.4 µM), for the others: at the highest dose activity, negative = IMPase inhibition, actives largely listed as inhibitors;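 note: IP1 builds up when IMPase is blocked and the TR-FRET signal falls; plate controls were basal vehicle for no effect and high inhibitor control for full effect; nearly all actives have a fitted effect of over 50% in size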
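Lithium-sensitised IP1 accumulation assay; M1-expressing CHO cells treated 30 min at 37C with compound. Competitive antibody detection by time-resolved FRET followed a 10 min room-temperature lysis step.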
Epigenetic derep: epigenetic control regulation, reporter derepression. Potency, µM (titrated, usually from 53.9 µM), without a hit: at the highest dose GFP activation, actives largely listed as activators. hit rate 0.2% among 280,000. murine LDR cells, GFP reporter derepression, 30 h; note: % of control where 0% means no effect; nearly all actives have a fitted effect of over 60% in size
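GFP-positive cell count by laser-scanning cytometry (objects 20–120 um) after 30 h, 37 C compound exposure of murine LDR cells; reporter is CMV-GFP integrated at a silenced locus, inducible by HDAC or DNMT inhibitors.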
GoLoco inh red: inhibitors of human Gai1-RGS12 GoLoco interaction (red fluorophore); Gai1:RGS12 GoLoco peptide FP, rhodamine, 10 min; Potency, µM (highest dose often 61.6 µM), inactives show at the top dose activity, negative = inhibition, most hits filed as inhibitors; hit rate 0.44% among 230,000; AID 880; active = well fitted inhibition curve with a large enough effect, not every such curve was filed as active; inactive = no such curve, though single readings can be large or run the other way; note: % is set by controls: 0 for no effect and ±100 for the full control effect; nearly all actives have a fitted effect of over 30% in size; many of its hits are not listed in these tables
Target sequence (P63096 whole entry, looked up): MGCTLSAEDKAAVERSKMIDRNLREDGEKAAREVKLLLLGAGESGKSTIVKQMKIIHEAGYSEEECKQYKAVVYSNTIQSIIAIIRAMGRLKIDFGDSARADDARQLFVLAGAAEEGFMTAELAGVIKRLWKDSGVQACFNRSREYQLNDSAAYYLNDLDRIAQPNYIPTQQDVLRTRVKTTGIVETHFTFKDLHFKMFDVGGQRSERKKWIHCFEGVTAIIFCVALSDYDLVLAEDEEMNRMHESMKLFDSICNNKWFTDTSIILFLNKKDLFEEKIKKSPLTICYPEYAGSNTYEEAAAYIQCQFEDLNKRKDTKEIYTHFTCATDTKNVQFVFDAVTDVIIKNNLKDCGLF
NPSR antag: antagonists of human neuropeptide S receptor cAMP signaling | CHO-NPSR cells, cAMP TR-FRET, antagonist mode | Potency, µM (titrated, usually from 38.3 µM), for the others: top-dose activity change, negative = inhibition, usual class: inhibitors | hit rate 1% among 220,000 | AID 1461; note: % is set by controls: 0 for no effect and ±100 for the full control effect; nearly all actives have a fitted effect of over 50% in size; many of its hits are not listed in these tables
Target sequence (Q6W5P4 whole entry, looked up): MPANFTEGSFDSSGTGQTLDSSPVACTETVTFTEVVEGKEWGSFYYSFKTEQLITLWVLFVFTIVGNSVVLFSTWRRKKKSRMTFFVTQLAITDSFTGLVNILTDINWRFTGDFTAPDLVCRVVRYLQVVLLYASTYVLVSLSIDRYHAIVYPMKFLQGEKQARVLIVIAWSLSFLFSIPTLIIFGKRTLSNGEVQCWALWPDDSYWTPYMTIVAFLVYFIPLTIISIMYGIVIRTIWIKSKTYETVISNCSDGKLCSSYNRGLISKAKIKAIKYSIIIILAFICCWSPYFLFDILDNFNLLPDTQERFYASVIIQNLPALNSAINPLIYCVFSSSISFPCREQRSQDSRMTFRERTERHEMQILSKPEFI
KinaseGlo FLuc: counter-screen: inhibitors of Kinase-Glo firefly luciferase | Q27757 | Kinase-Glo luciferase, ATP luminescence, 8 min | Potency, µM (highest dose often 38.3 µM), without a hit: top-dose activity change, negative = inhibition, most hits filed as inhibitors | hit rate 0.28% among 200,000 | AID 1379; note: % is set by controls: 0 for no effect and ±100 for the full control effect; nearly all actives have a fitted effect of over 60% in size
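Compound is pinned into ATP-containing buffer (10 uM ATP, imidazole pH 7.2, 7 mM MgCl2). Kinase-Glo luciferase reagent is then added. Light output is recorded following an 8-min room-temperature incubation.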
RECQ1 inh: blocks DNA unwinding by human RECQ1 | P46063 | RECQ1 DNA unwinding, red fluorescence kinetic read | Potency, µM (doses to about 57.3 µM), for inactives: at the top dose activity, negative = inhibition, most hits filed as inhibitors | hit rate 0.54% among 240,000;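 note: plate controls were vehicle for no effect and no enzyme for full effect; nearly all actives have a fitted effect of over 30% in size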
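50 nM RECQ1T1 preincubated 15 min with compound in Tris pH 8.0 buffer with MgCl2, DTT, Tween-20 and 2.5 ug/ml poly(dI-dC); started with 200 nM TAMRA/BHQ-2 forked duplex and 2 mM ATP. Unwinding read as fluorescence (525/598 nm), two reads 2 h apart.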
KDM4E inh: blocks human JMJD2E demethylase activity; B2RXH2; JMJD2E catalytic domain, FDH-coupled NADH fluorescence (FDH is formaldehyde dehydrogenase); Potency, µM (highest dose often 57.1 µM), without a hit: at the top dose activity change, negative = inhibition, hits mostly inhibitors; hit rate 1.6% among 230,000; AID 2147; active = well fitted inhibition curve with a large enough effect, not every such curve was filed as active; inconclusive = small, poorly fitted or top-dose-only effect, or another doubt; inactive = no such curve, though single readings can be large or run the other way;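 note: 0% = wells with enzyme and -100% = buffer wells without enzyme; nearly all actives have a fitted effect of over 50% in size; many of its hits are not listed in these tables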
Target sequence (B2RXH2 1-337 limits assumed): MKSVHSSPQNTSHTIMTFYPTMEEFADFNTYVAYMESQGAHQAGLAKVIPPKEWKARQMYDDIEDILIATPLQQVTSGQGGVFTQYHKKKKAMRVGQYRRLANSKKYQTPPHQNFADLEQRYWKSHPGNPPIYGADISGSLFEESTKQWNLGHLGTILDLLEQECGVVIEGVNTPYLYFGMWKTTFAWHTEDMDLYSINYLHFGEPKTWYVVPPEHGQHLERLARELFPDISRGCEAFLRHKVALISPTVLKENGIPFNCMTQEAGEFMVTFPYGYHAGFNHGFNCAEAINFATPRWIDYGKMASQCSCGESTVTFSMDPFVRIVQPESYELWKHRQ
* marks the source's active call; other numbers are inactive results; i = inactive; ? = inconclusive; / = no result given; & = joins results of further samples; [ ] = another dose, or the depositor's remark. Unless noted, calls come from the whole dose curve; as a rule, active = well fitted curve in the direction sought with a large enough effect; inconclusive = small, poorly fitted or top-dose-only effect, or another doubt; inactive = no such curve, though single readings can be large; an effect the other way counts as inactive or inconclusive. Potency is the fitted concentration of half-maximal effect. An excerpt; count on the stated rates, not on these rows.

SMILES	SMN2 splice enh	IMPase Li inh	Epigenetic derep	GoLoco inh red	NPSR antag	KinaseGlo FLuc	RECQ1 inh	KDM4E inh
COc1ccc(NC(=O)CC2C(=O)N(C)C(=S)N2Cc2ccco2)cc1 (stereo unspecified)	-8%	1%	-1.1%	-2%	5%	-1%	-4%	2%
O=C(c1ccc(Cl)nc1)N1CCN(C/C=C/c2ccccc2)CC1	-36%[inhibitor]	19%	0.0%	6%	13%	7%	-7%	4%
CC(C)CC(C)c1cc(N)nc2nc3ccccc3n12 (stereo unspecified)	-33%[inhibitor]	5%	-0.4%	5%	?	-1%	i	?
O=C(Cc1ccccc1)Nc1ccc(-c2nnc(-c3ccco3)o2)cc1	1%	-21%	1.2%	-3%	7%[46.1 µM]	1%	2%	?
COC(=O)[C@@H]1C[C@H]2CC[C@H](O)C[C@H]2N1Cc1ccc(C(F)(F)F)cc1	-4%	-5%	3.6%&0.5%	11%&19%	14%	-2%	-5%	-14%&0%
CCCCCOc1ccc(C2C(C(C)=O)=C(C)Nc3ncnn32)cc1OC (stereo unspecified)	-4%	8%[38.3 µM]	0.0%	9%	-8%[46.1 µM]	-2%	-21%	6%
CN(C)C(=O)Nc1cnc2ccccc2c1	0%	-3%[38.3 µM]	0.0%	7%	-14%[46.1 µM]	9%	-7%	?
Cc1ccc(OCc2ccc(C(=O)Nc3ccc(C(N)=O)cc3)o2)c([N+](=O)[O-])c1	/	10%	0.0%	0%	-6%	-6%	?	24%
Cn1cccc1Cc1nnc(SCC(=O)NCCc2ccccc2)n1C	/	5%	-0.2%	3%	14%	/	i	?
CC(=O)C1=C(C)OC(N)=C(C#N)C1c1cc2cc(C)c(C)cc2nc1Cl (stereo unspecified)	?	20%[38.3 µM]	0.4%	3%	-28%[46.1 µM]	2%	1%	-25%
COC(=O)c1sc(N2C(=O)C(O)=C(C(=O)c3ccc(C)o3)C2c2ccc(F)cc2)nc1C (stereo unspecified)	6%	7.9µM*	0.0%	48%[activator]	22%[46.1 µM]	-2%	-9%	-1%
COc1ccc(OC)c(NC(=O)CCNS(=O)(=O)c2ccc3c(c2)c(=O)n(C)c(=O)n3C)c1	-1%	2%	-6.3%	6%	11%	0%	-8%	1%
Cc1ccc(-n2nc(C)c(C3(O)C(=O)N(C)c4ccccc43)c2N)cc1 (stereo unspecified)	/	/	0.9%	/	15%[46.1 µM]	/	-2%	7%
Cn1c(=O)n(C)c2cc(S(=O)(=O)NCc3ccco3)ccc21	3%	-5%[38.3 µM]	-0.6%	7%	6%[7.67 µM]	0%	-8%	3%
N/C(=N\OC(=O)Cc1ccc(-c2ccccc2)cc1)c1ccccn1	-33%[inhibitor]	8%	-1.2%	-6%	0%[46.1 µM]	7%	-6%	4%
CCCCNc1oc(-c2cccs2)nc1S(=O)(=O)c1ccccc1	-10%	8%[38.3 µM]	-1.3%	2%	?	15%	-4%	?
CC(C)c1cc(CNC(=O)CCc2nnc(CCCCc3ccccc3)o2)on1	/	/	0.0%	12%	-4%	/	-5%	5%
O=C(c1ccc(Br)o1)N1CCN=C1SCc1cccnc1	-3%	-3%[38.3 µM]	-2.7%	8%	-16%[46.1 µM]	-3%	-8%	4%
COc1ccc(Cl)cc1NC(=O)C(=O)NCc1ccncc1	-18%	-6%	-2.4%	11%	-4%	0%	1%	-3%
C=CCn1c(SCC(=O)c2[nH]c(C)c(C(=O)OCC)c2C)nc2scc(-c3ccccc3)c2c1=O	2%	-2%	1.5%	16%	-11%	-2%	0%	3%
CSCCNCc1c(C(=O)N2CCOCC2)nc2c(C)cccn12	-16%	6%	3.9%	11%	-16%	0%	-1%	-18%
CCOc1cc(NC(=S)Nc2ccc(Cl)cc2)c(OCC)cc1NC(C)=O	/	10%	-1.2%	10%	13%	-4%	17%	?
CCN(CC)c1ccc(NC(=S)NCC2CCCO2)cc1 (stereo unspecified)	10%	12%	-1.2%	25%	-10%	1%	i	-8%
O=C(Cc1cccs1)OCC(=O)c1ccco1	-4%	-19%[38.3 µM]	-0.8%	-4%	11%[7.67 µM]	-4%	-21%	-15%
CC1CCN(c2ccc([N+](=O)[O-])cc2C(N)=O)CC1	-36%[inhibitor]	5%	-5.4%	6%	8%	-1%	i	-13%
CCN(CC)c1ccc(/C=N/NS(=O)(=O)c2ccc(C)c([N+](=O)[O-])c2)cc1	/	/	-0.9%	/	-3%[46.1 µM]	/	-5%	-4%
Cc1ccc([N+](=O)[O-])cc1N	8%&8%	7%&-4%	1.1%	7%&-3%	6%	1%	-8%&11%	-2%
CC(=O)Nc1cccc(Nc2nc(-c3ccccc3)nc3ccccc23)c1	-5%	10%	-0.7%	0%	-31%	-1%	-5%	?
Cc1c(C#N)c(N)nc(Cl)c1C#N	2%	1%	-6.8%	-12%	19%	1%	-15%	-1%
CN1CCC(NC(=O)Nc2ccc(Br)cc2)CC1	/	/	-0.7%	7%	30%	/	-30%	8%

5 of the entries above in order of the GoLoco inh red value, ascending.
| Compound | Epigenetic derep | GoLoco inh red | NPSR antag | RECQ1 inh | KDM4E inh |
| --- | --- | --- | --- | --- | --- |
| Cc1c(C#N)c(N)nc(Cl)c1C#N | -6.8% | -12% | 19% | -15% | -1% |
| CC1CCN(c2ccc([N+](=O)[O-])cc2C(N)=O)CC1 | -5.4% | 6% | 8% | i | -13% |
| CN1CCC(NC(=O)Nc2ccc(Br)cc2)CC1 | -0.7% | 7% | 30% | -30% | 8% |
| CCOc1cc(NC(=S)Nc2ccc(Cl)cc2)c(OCC)cc1NC(C)=O | -1.2% | 10% | 13% | 17% | ? |
| CCN(CC)c1ccc(NC(=S)NCC2CCCO2)cc1 (stereo unspecified) | -1.2% | 25% | -10% | i | -8% |

Other results follow.
SMILES	SMN2 splice enh	IMPase Li inh	Epigenetic derep	GoLoco inh red	NPSR antag	KinaseGlo FLuc	RECQ1 inh	KDM4E inh
Cc1ccc(OCC(=O)N2CCCCC2)c(Br)c1	20µM*	21%[38.3 µM]	0.0%	4%	-3%[46.1 µM]	2%	0%	4%
Cc1ccc2nc(NC(=O)CCCc3nc4ccccc4s3)sc2c1	23%	29%[38.3 µM]	-3.9%	-31%	-14%[46.1 µM]	-1%	-13%	2%
CCN(CC)c1nc2n(c(=O)n1)CCO2	3%	-12%[38.3 µM]	2.2%	-5%	-2%[46.1 µM]	-4%	-7%	1%
Cc1nn(C)cc1C(C)Nc1nc2nonc2nc1N1CCCCC1 (stereo unspecified)	/	5%	-1.4%	-15%	-3%	1%	-4%	-3%
CCC(C)(C)n1nnnc1C(c1cc2cc(OC)ccc2[nH]c1=O)N1CCc2ccccc21 (stereo unspecified)	-7%	25%[38.3 µM]	0.0%	16%	?	1%	12%	?
CCCSc1nnc(NC(=O)c2ccco2)s1	11µM*	-1%	0.7%	-1%	14%	-2%	3%	-11%
O=C(Nc1ccon1)c1cc(-c2ccccc2)nc2ccccc12	-8%	3%	-0.8%	9%	-7%[46.1 µM]	1%	-8%	?
O=C(O)CC1(CC(=O)NCc2ccncc2)CCCCC1	/	/	-1.3%	-2%	-8%	/	-1%	-7%
FC(F)(F)c1ccc2c(c1)[nH]c(=S)n2C1CC1	-11%	-3%	0.0%	2%	16%	-1%	-16%	1%
CC(C)(C)n1ncc2c(=O)n(CC(=O)N3CCCCC3)cnc21	1%	0%	7.2%	6%	10%	3%	i	8%
NC(=O)COc1ncnc2scc(-c3ccc(F)cc3)c12	0%	11%	-3.9%	19%	20%	0%	11%	1%
Cc1ccc(S(=O)(=O)N(CC(=O)Nc2cccc([N+](=O)[O-])c2)C2CCCCC2)cc1	-8%	6%[38.3 µM]	-2.6%	-4%	?	-2%	-16%	-7%
Oc1oc(-c2ccccc2)nc1C=NCc1ccccc1	9%	0%[38.3 µM]	5.0%	7%	-22%[46.1 µM]	4%	-11%	-6%
Cc1ccc(S(=O)(=O)c2cccc(S(=O)(=O)N3CCCC3)c2)cc1S(=O)(=O)N1CCCC1	/	24%[38.3 µM]	-1.0%	-6%	?	2%	-4%	-3%
COc1ccc(S(=O)(=O)NC(C)C(=O)Nc2ccccc2F)cc1 (stereo unspecified)	-6%	2%[38.3 µM]	1.6%	4%	1%[7.67 µM]	0%	i	-1%
O=C1CC(SCc2nc3ccccc3[nH]2)C(=O)N1c1cccc(Cl)c1 (stereo unspecified)	0%	24%[38.3 µM]	6.9%	14%	-9%[46.1 µM]	3%	-1%	?
Cc1ccc(C(=O)c2cnc3cc4c(cc3c2S(=O)(=O)c2ccccc2)OCCO4)cc1	-85%[inhibitor]	-12%	1.0%	20%	-33%	4%	0%	-9%
O=C(Nc1ccc(NC(=O)c2cccs2)cc1)c1cccnc1	8%	8%	4.8%	2%	14%	-1%	0%	-15%
CCOCCn1c(SCC)nc2c1c(=O)[nH]c(=O)n2C	-7%	13%	13%	5%	-19%[46.1 µM]	-3%	-5%	3%
Nc1nc(-c2ccc(Cl)cc2)nc(-c2ccc(Cl)cc2)n1	/	/	1.1%	10%	-13%	/	3%	-2%
C=CCN1C(=O)C(Cc2ccc(Br)cc2)S/C1=N\N=C\c1ccco1 (stereo unspecified)	-12%	-2%[38.3 µM]	-1.2%	-1%	-11%[46.1 µM]	-5%	-1%	1%

Quoted at random: 3 records from the list, in no set order.
SMILES	SMN2 splice enh	IMPase Li inh	Epigenetic derep	GoLoco inh red	NPSR antag	KinaseGlo FLuc	RECQ1 inh	KDM4E inh
CCC(C)(C)n1nnnc1C(c1cc2cc(OC)ccc2[nH]c1=O)N1CCc2ccccc21 (stereo unspecified)	-7%	25%[38.3 µM]	0.0%	16%	?	1%	12%	?
C=CCn1c(SCC(=O)c2[nH]c(C)c(C(=O)OCC)c2C)nc2scc(-c3ccccc3)c2c1=O	2%	-2%	1.5%	16%	-11%	-2%	0%	3%
O=C(Cc1ccccc1)Nc1ccc(-c2nnc(-c3ccco3)o2)cc1	1%	-21%	1.2%	-3%	7%[46.1 µM]	1%	2%	?
